Source: PubChem BioAssay (National Center for Advancing Translational Sciences (NCATS))
N370S GC mod: inhibits or activates N370S mutant glucocerebrosidase | N370S GC spleen homogenate, 4MU-glucoside fluorescence | Potency, µM (titrated, usually from 59.4 µM), for inactives: top-dose activity change, negative = inhibition, hits mostly inhibitors | actives 0.092% (n = 330,000) | P04062;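 also: 0% = full enzyme activity and -100% = no enzyme basal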
FEN1 inhibitor: blocks human flap endonuclease 1 | Recombinant FEN1 flap cleavage, fluorescence, 15 min | Potency, µM (series often up to 114 µM), inactives show at the top dose activity change, negative = inhibition, hits mostly inhibitors | P39748 | actives 0.35% (n = 390,000); also: nearly all actives have a fitted effect of over 65% in size
Target sequence (P39748 whole entry, looked up): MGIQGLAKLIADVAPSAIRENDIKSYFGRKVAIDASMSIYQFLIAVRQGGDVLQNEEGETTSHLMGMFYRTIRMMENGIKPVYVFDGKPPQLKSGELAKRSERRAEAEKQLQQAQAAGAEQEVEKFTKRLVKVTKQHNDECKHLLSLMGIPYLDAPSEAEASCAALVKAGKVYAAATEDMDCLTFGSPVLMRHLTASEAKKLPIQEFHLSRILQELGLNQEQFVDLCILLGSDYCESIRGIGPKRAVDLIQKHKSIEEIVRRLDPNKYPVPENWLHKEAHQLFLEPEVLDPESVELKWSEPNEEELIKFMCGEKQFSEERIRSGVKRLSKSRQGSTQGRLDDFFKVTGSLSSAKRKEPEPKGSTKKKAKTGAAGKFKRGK
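FEN1 at 10 nM, compound pretreatment for 15 min (room temperature), 50 nM final substrate to initiate; endpoint reads at 0 and 15 min; DMSO-only plates used as vehicle background.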
DT40 TDP1 CPT: growth inhibition of DT40 Tdp1-/-;hTDP1 cells with camptothecin (screen for TDP1 inhibitors); Potency, µM (titrated, usually from 46.2 µM), for inactives: at the highest dose activity change, negative = growth inhibition, most hits filed as inhibitors; actives 12% (n = 420,000); AID 686979; chicken DT40 Tdp1-/-;hTDP1 cells + 20 nM CPT, ATP luminescence, 48 h; also: nearly all actives have a fitted effect of over 55% in size
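Cell growth measured by CellTiter-Glo luminescence after a minimum 48 h, 37 C compound exposure with 20 nM CPT in Tdp1-knockout DT40 cells stably expressing hTDP1, seeded 400/well; qHTS titration format.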
Starred values were filed as active, the others as inactive; ? = inconclusive; . = not tested or not shown; & = joins results of further samples; [ ] = another dose, or the depositor's remark. Calls follow the shape of the dose curve; as a rule, active = well fitted curve in the direction sought with a large enough effect; inconclusive = small, poorly fitted or top-dose-only effect, or another doubt; inactive = no such curve, though single readings can be large; an effect the other way counts as inactive or inconclusive. Unless noted, % is scaled to controls: 0 for no effect and ±100 for the full control effect; potency is read from the fitted curve at half-maximal effect. A portion of the library; count on the stated rates, not on these rows.

| SMILES | N370S GC mod | FEN1 inhibitor | DT40 TDP1 CPT |
| --- | --- | --- | --- |
| O=C(NCc1ccncc1)C(=O)N/N=C/c1ccccc1OCc1ccccc1 | -4% | 6% | 0% |
| Cc1ccc(CNC(=O)CCSCc2ccccc2F)cc1 | -14% | 6%&5% | -9%&-20% |
| COC(=O)c1ccccc1NC(=O)Cn1c(=O)cc(C)c2c(C)nn(C)c21 | . | 11% | -27% |
| OC(c1ccccc1)(c1ccccc1)C1CCN(C(=S)Nc2ccc(F)cc2)CC1 | . | -1% | ? |
| Cc1[nH]n(C(N)=S)c(=O)c1N=Nc1ccc(Cl)cc1Cl | -13% | -10% | ? |
| Cc1cccc(CSc2ccc(-c3cccs3)nn2)c1 | 15% | -9%&-2% | 7%&0% |
| CCOC(=O)C1CCN(Cc2cccc(Oc3ccc(Cl)cc3)c2)CC1 | -5% | 3% | ? |
| Cc1ccc(S(=O)(=O)N(CC(=O)NCc2ccncc2)C2CCCCC2)cc1 | -11% | 4% | 12µM* |
| N#Cc1ccc(CNC(=O)N2CCOCC2)cc1 | -4% | 0% | -12% |
| Cc1cccc(OCCCC(=O)NNC(=O)CCN2CCN(c3ccccc3)CC2)c1 | -24% | 2% | ? |
| O=C(CCNS(=O)(=O)c1ccc(Br)s1)Nc1ccc(Br)cc1 | . | 10% | ? |
| Nc1c(NCc2ccccc2)c2ccccc2oc1=O | 9% | -19% | ? |
| Cc1cccc(NS(=O)(=O)c2ccc(C)c(C(=O)NCc3cccnc3)c2)c1 | . | 4% | -15% |
| O=C(Nc1ccc(F)c(Cl)c1)c1nsc(Cl)c1Cl | 22% | -8% | -13% |
| Cc1ccc(C2CC(c3cccs3)=NN2C(=O)c2ccco2)o1 (stereo unspecified) | ? | -12% | 5% |
| Cc1c(C(=O)Nc2ccc(F)cc2F)sc2nc3n(c(=O)c12)N=C(c1ccccc1)CS3 | . | 24% | 15µM* |
| COc1ccc(OCC(=O)OCC(=O)N2C(C)CCCC2C)cc1 (stereo unspecified) | . | -5% | -16% |
| O=C(COc1ccc(F)cc1)Nc1nnc(C2CCCCC2)s1 | -1% | 9% | -13% |
| O=C1CCCC/C=C\C[C@H](CC(=O)N(CCO)Cc2ccccc2)C(=O)NC[C@H](c2ccccc2)O1 | . | -14% | ? |
| COc1ccc(Oc2ncc3nc(-c4ccc(F)cc4)c(=O)n(C4CC4)c3n2)cc1 | 21% | . | ? |
| CC(C)(C)OC(=O)C[C@@H]1C/C=C\C[C@@H](CC(=O)NCCO)C(=O)N[C@H](Cc2c[nH]c3ccccc23)COC1=O | . | -8% | -1% |
| CCOC(=O)COc1cccc2c(=O)n(CC(=O)N3CCCCC3)ccc12 | 14% | 5% | -3% |
| O=C(NCc1cccs1)C1CCN(S(=O)(=O)c2cccc3nsnc23)CC1 | 5% | 2% | 12% |
| COCCn1c(SCC(=O)c2ccc3c(c2)OCCO3)nnc1-c1ccoc1C | 2% | -9% | 15µM* |
| CCOc1cc(N2CCOCC2)c(OCC)cc1NC(=O)COC(=O)C1CCCN1S(=O)(=O)c1ccccc1F (stereo unspecified) | . | -2% | ? |
| Cn1c(=O)c2c(ncn2CC(=O)Nc2ccc(Cl)cc2Cl)n(C)c1=O | 3% | 6% | -21% |
| O=S(=O)(c1cc(Br)ccc1Br)N1CCCCCC1 | ? | -7% | 2% |
| Cc1ccc(CNC(=O)c2cc3ccc4cccnc4c3[nH]2)cc1 | . | 4% | ? |
| COc1ccccc1NS(=O)(=O)c1ccc(C)c(C(=O)NCCCN2CCCC2=O)c1 | -4% | 1% | 10% |
| O=C(Nc1ccc(-n2cnnn2)cc1)C1CCCN1C(=O)NC1CCCCC1 (stereo unspecified) | -6% | -1% | -5% |
| CCOC(=O)c1nc(C)[nH]c1C(=O)OCC | 1% | -2% | 6% |
| CSc1ccccc1OCc1cc(C(=O)NC(C)Cc2cccc(C)n2)no1 (stereo unspecified) | -6% | -8% | 16µM* |
| N#Cc1c(NC(=O)CSc2nnc(-c3ccccc3)o2)sc2c1CCCC2 | 13% | -22% | ? |
| COc1cc(/C=C/C(=O)OCC(=O)N2CCCc3ccccc32)ccc1OCC#N | . | -1% | -10% |
| Cc1cccc(NC(=O)CSc2nccn2Cc2ccco2)c1C | 18% | 18% | ? |
| CCCCC/C=N/NC(=O)c1[nH]c2ccc([N+](=O)[O-])cc2c1C | 21% | 0% | -24% |
| CCCCCNC(=O)Cc1ccc(OC)cc1 | -7% | 6% | 4% |
| COc1ccc(C(=O)Nc2ccc(S(=O)(=O)NC(C)=O)cc2)cc1 | -1% | 7% | 8% |
| C/C(=N\Nc1ccccn1)c1ccc(Br)s1 | . | -24% | 4% |
| Cc1ccc(-c2cc(C(=O)NCc3cnn(C)c3C)c3cc(Br)ccc3n2)cc1 | 9% | -15%&0% | ? |
| O=C(c1cc(C(F)(F)F)cc(C(F)(F)F)c1)N1CCC2(CC1)CCN(c1ccccn1)CC2 | ? | . | 21µM* |
| COCCOC(=O)C1=C(C)NC2=C(C(=O)CC(C)(C)C2)C1c1ccc2c(c1)OCO2 (stereo unspecified) | 8% | 7% | 5% |
| CCOC(=O)CSc1nc2c(c(=O)n(C)c(=O)n2C)n1CCCc1ccccc1 | 6% | -13% | 2% |
| CC1(C)OC(=O)C(=C2CCCN2)C(=O)O1 | 1% | -3% | 9% |
| COc1cc(CN2CCN(c3cccc(Cl)c3)CC2)cc(OC)c1OC | -8% | -24% | 7.3µM* |
| Nc1c(C(=O)OCC(=O)Nc2cccc([N+](=O)[O-])c2)[nH]c(=O)[nH]c1=O | . | ? | 0% |
| Cc1nn2c3ccccc3n(CC(=O)c3cccs3)c2nc1=O | 11% | -6% | 6% |
| CC(C)NC(=S)Nc1ccc(S(=O)(=O)Nc2ncccn2)cc1 | 0% | 4% | 1% |
| COc1cnn(-c2ccc(C)cc2)c(=O)c1SCc1ccccc1 | 3% | 1% | -29% |
| CC(Sc1ncnc2sccc12)C(=O)Nc1ccc(C(N)=O)cc1 (stereo unspecified) | -5% | -11% | 8% |
| CCOc1ccccc1NC(=O)C(=O)NCCC1=CCCCC1 | 7% | -7% | -18% |
| COc1ccc(-c2nnn(Cc3ccccc3)n2)cc1OC | 2% | -14% | 2% |
| Cc1ccc(/C=N/NC(=O)c2nnn(-c3nonc3N)c2CN(C)C)s1 | 3% | 21% | -8% |
| COc1ccc(OC2C(=O)N(Cc3ccc4c(c3)OCO4)C2c2sccc2C)cc1 (stereo unspecified) | ? | -6% | ? |
| COc1cc(/C=C2\CCOC2=O)cc(OC)c1OC | -8% | 0% | 25% |
| Cc1ccc(S(=O)(=O)N(C)C)cc1NC(=O)COC(=O)CCC(=O)c1ccc(F)cc1 | -1% | -7% | -6% |
| Cc1cccc(OCC(O)Cn2c(NCCCOC(C)C)nc3c2c(=O)[nH]c(=O)n3C)c1 (stereo unspecified) | 23% | 53%[activator] | ? |
| COc1ccc2[nH]c3c(c2c1)CCN1C(=O)C(CC(=O)NCc2ccco2)C[C@H](C(=O)N2CCOCC2)[C@@]31CCC1CCCC1 (stereo partly specified) | . | 3% | ? |
| Cc1nc(SCc2cccc(F)c2)[nH]c(=O)c1C#N | -14% | -2% | -19% |
| Nc1nnc(SCc2cn3cc(Cl)ccc3n2)s1 | 21% | -11% | -8% |

An excerpt from above in order of molar mass, lowest first:
| SMILES | N370S GC mod | FEN1 inhibitor | DT40 TDP1 CPT |
| --- | --- | --- | --- |
| CC1(C)OC(=O)C(=C2CCCN2)C(=O)O1 | 1% | -3% | 9% |
| COc1cc(/C=C2\CCOC2=O)cc(OC)c1OC | -8% | 0% | 25% |
| Cc1nc(SCc2cccc(F)c2)[nH]c(=O)c1C#N | -14% | -2% | -19% |
| C/C(=N\Nc1ccccn1)c1ccc(Br)s1 | . | -24% | 4% |
| Nc1nnc(SCc2cn3cc(Cl)ccc3n2)s1 | 21% | -11% | -8% |
| CCOc1ccccc1NC(=O)C(=O)NCCC1=CCCCC1 | 7% | -7% | -18% |
| Cc1cccc(NC(=O)CSc2nccn2Cc2ccco2)c1C | 18% | 18% | ? |
| COc1ccc(C(=O)Nc2ccc(S(=O)(=O)NC(C)=O)cc2)cc1 | -1% | 7% | 8% |
| CC(C)NC(=S)Nc1ccc(S(=O)(=O)Nc2ncccn2)cc1 | 0% | 4% | 1% |
| CC(Sc1ncnc2sccc12)C(=O)Nc1ccc(C(N)=O)cc1 (stereo unspecified) | -5% | -11% | 8% |
| COc1cc(CN2CCN(c3cccc(Cl)c3)CC2)cc(OC)c1OC | -8% | -24% | 7.3µM* |
| N#Cc1c(NC(=O)CSc2nnc(-c3ccccc3)o2)sc2c1CCCC2 | 13% | -22% | ? |
| CSc1ccccc1OCc1cc(C(=O)NC(C)Cc2cccc(C)n2)no1 (stereo unspecified) | -6% | -8% | 16µM* |
| COc1cc(/C=C/C(=O)OCC(=O)N2CCCc3ccccc32)ccc1OCC#N | . | -1% | -10% |
| CCOC(=O)CSc1nc2c(c(=O)n(C)c(=O)n2C)n1CCCc1ccccc1 | 6% | -13% | 2% |
| Cc1cccc(OCC(O)Cn2c(NCCCOC(C)C)nc3c2c(=O)[nH]c(=O)n3C)c1 (stereo unspecified) | 23% | 53%[activator] | ? |
| Cc1ccc(-c2cc(C(=O)NCc3cnn(C)c3C)c3cc(Br)ccc3n2)cc1 | 9% | -15%&0% | ? |
| Cc1ccc(S(=O)(=O)N(C)C)cc1NC(=O)COC(=O)CCC(=O)c1ccc(F)cc1 | -1% | -7% | -6% |
| O=C(c1cc(C(F)(F)F)cc(C(F)(F)F)c1)N1CCC2(CC1)CCN(c1ccccn1)CC2 | ? | . | 21µM* |
| COc1ccc2[nH]c3c(c2c1)CCN1C(=O)C(CC(=O)NCc2ccco2)C[C@H](C(=O)N2CCOCC2)[C@@]31CCC1CCCC1 (stereo partly specified) | . | 3% | ? |

Carrying on:
Every second line gives: N370S GC mod | FEN1 inhibitor | DT40 TDP1 CPT
- CN(CC(=O)Nc1ccc(F)cc1)C(=O)CN1C(=O)c2cccc([N+](=O)[O-])c2C1=O
 : . | 1% | 8%
- COc1ccc(Cl)cc1NC(=O)CN1c2ccccc2CC1C (stereo unspecified)
 : 20% | -8% | ?
- COc1cc(/C=C2\SC(=Nc3ccccc3)NC2=O)cc(Cl)c1O
 : -4% | ? | ?
- Cc1ccc(-c2nnc(NCc3nc4ccccc4[nH]3)c3ccccc23)cc1S(=O)(=O)N(C)C
 : -29% | -1% | 10µM*
- COC(=O)c1cnc2c(c1C(=O)OC)c(=O)n(C)c(=O)n2C
 : 0% | -15% | 1%
- CC1CC(C)CN(CC(=O)N2CCCc3c2c(=O)oc2ccc(OCc4ccccc4)cc32)C1 (stereo unspecified)
 : 4% | -1% | 21µM*
- O=C(NCC(=O)N1CCN(c2ccc(C(F)(F)F)cn2)CC1)c1ccc(Br)o1
 : . | 16% | 21µM*
- COC(=O)C1=C(C)NC(=O)NC1c1ccc2ccccc2c1 (stereo unspecified)
 : -6% | -2% | 12%
- COc1ccc(-c2ccnc3[nH]n(-c4ccccc4)c(=O)c23)cc1
 : -1% | 12%&16% | 7%
- c1ccc(Cn2cc(CN3CCCCO3)c(-c3ccc4c(c3)OCO4)n2)cc1
 : 11% | 0% | -14%
- COC(=O)CSc1ncc2c(n1)-c1ccccc1N(Cc1cccc(F)c1)S2(=O)=O
 : . | -12% | 11%
- Cc1ccc(S(=O)(=O)N(C)C)cc1NC(=O)c1ccc(-n2cncn2)c([N+](=O)[O-])c1
 : . | 14% | -3%
- Cc1ccc(S(=O)(=O)N(C)Cc2ccc(C(=O)NN=C3C4CC5CC(C4)CC3C5)cc2)cc1
 : 7% | 1% | 2%
- CSc1nc(N)nc2c1ncn2CC(=O)NCCCc1ccccc1
 : . | 11% | ?
- CCOCCCNC(=O)C1c2ccccc2Oc2ccccc21
 : -17% | 4% | -24%
- Cc1ccc(S(=O)(=O)NCCOC(=O)Nc2sc(=S)n(C)c2C)cc1
 : 2% | -6% | -9%
- CCOC(=O)c1noc2ncnc(Nc3cccc(C(F)(F)F)c3)c12
 : . | -2% | -24%
- Nc1c(/C=C2\C=Nc3ccccc32)c(=O)nc2sc(CC(=O)N3CCOCC3)nn12
 : -9% | 19% | 6%
